Bioassay records deposited in PubChem BioAssay by National Center for Advancing Translational Sciences (NCATS).
FLuc modulator: firefly luciferase modulation, counter-screen for miR-21 project. P08659. purified FLuc, Km substrates, luminescence inhibition. Potency, µM (top dose mostly 57.5 µM), inactives show at the highest dose activity change, negative = inhibition, actives largely listed as inhibitors. 6.9% of 360,000 active;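 further: potency means the concentration at half of the fitted maximal effect; plate controls were vehicle for no effect and reference inhibitor for full effect; nearly all actives have a fitted effect of over 55% in size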
Target sequence (P08659 whole entry, looked up): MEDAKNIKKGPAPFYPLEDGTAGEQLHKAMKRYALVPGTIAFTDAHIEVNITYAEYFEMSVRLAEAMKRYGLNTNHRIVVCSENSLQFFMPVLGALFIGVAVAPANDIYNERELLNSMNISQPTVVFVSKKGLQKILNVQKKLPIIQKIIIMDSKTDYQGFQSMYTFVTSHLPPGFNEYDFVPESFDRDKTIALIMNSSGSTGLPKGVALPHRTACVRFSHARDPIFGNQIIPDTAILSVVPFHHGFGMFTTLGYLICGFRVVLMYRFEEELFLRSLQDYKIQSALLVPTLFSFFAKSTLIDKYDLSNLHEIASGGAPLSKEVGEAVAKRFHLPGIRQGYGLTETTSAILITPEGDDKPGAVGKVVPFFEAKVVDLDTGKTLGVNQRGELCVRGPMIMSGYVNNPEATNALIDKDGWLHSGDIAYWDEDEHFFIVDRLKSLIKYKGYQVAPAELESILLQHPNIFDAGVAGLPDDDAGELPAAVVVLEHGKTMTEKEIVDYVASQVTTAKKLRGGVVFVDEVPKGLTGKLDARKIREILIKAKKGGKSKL
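Purified P. pyralis luciferase (10nM final) with 10uM D-luciferin and 10uM ATP (Km levels) in 50mM Tris acetate pH 7.5, 10mM Mg acetate, 0.01% Tween-20, 0.05% BSA; qHTS 6-point titration, ~60 µM downward; luminescence read.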
NPC1 prom act: activators of NPC1 promoter; Huh7 NPC1 promoter luciferase reporter, 24 h; Potency, µM (titrated, usually from 9.22 µM), for inactives: top-dose activation, actives largely listed as activators; 2.4% of 320,000 active;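 further: potency means the concentration at half of the fitted maximal effect; % of control where 0% means no effect; nearly all actives have a fitted effect of over 60% in size; reporter is driven by a mutant NPC1 promoter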
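In 1536-well qHTS, Huh7 cells harboring an NPC1 promoter–luciferase construct received compound for 24 h; activation was quantified by luminescence following luciferase reagent addition.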
Tb PFK block: blocks T. brucei phosphofructokinase; O15648; T. brucei PFK, ADP-Glo luminescence; Potency, µM (series often up to 57.5 µM), without a hit: at the highest dose activity, negative = inhibition, hits mostly inhibitors; 0.17% of 330,000 active;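 further: potency means the concentration at half of the fitted maximal effect; 0% = uninhibited 1x PFK enzyme wells and -100% = no-enzyme wells; nearly all actives have a fitted effect of over 60% in size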
Target sequence (O15648 whole entry, looked up): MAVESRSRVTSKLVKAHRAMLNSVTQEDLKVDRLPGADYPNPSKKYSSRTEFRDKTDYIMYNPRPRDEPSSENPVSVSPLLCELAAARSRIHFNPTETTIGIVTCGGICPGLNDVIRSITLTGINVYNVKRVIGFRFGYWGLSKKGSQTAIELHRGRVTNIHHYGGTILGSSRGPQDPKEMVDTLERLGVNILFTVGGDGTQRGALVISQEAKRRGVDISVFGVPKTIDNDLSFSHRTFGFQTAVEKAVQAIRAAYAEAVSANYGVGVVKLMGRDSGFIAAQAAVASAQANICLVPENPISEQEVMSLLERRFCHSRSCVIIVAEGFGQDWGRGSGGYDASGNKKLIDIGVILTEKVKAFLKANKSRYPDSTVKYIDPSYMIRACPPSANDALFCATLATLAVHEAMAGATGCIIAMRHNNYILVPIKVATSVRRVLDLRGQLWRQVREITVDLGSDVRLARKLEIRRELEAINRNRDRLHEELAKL
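1.25 nM PFK with 0.5 mM F6P and 0.1 mM ATP in 0.1 M TEA pH 8.0, 5 mM MgCl2, incubated 45 min at room temperature; ADP measured by ADP-Glo luminescence; compounds titrated up to 57 uM.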
p53 reactivator: restores transcriptional activity of mutant p53; H1299 p53-A138V BP100-luciferase reporter, luminescence, 24 h; Potency, µM (series often up to 92.2 µM), for the others: top-dose activity change, positive = activation, most hits filed as activators; 0.063% of 320,000 active; AID 504706; further: potency means the concentration at half of the fitted maximal effect; % of control where 0% means no effect; nearly all actives have a fitted effect of over 45% in size
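H1299 (p53-null), stable ts p53-A138V + BP100-Luc; 1000 cells/well, Opti-MEM/10% FBS; cpd 4 pt, 1:5; 24 h, 37 deg C, 5% CO2; detection reagent 10 min RT; luminescence.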
TRPV1 ag: activates the human vanilloid receptor TRPV1. TRPV1-expressing cells, Fluo-8 calcium influx, agonist mode. activation, % at 8.33 µM. 0.19% of 320,000 active; in the data active means activation above about 80%; inconclusive means between about 30% and that limit; further: 0% is about no effect
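TRPV1-expressing cells were cultured overnight at 35.5C and loaded with Fluo-8 calcium dye for 40 to 90 min at room temperature. After a 10 s baseline, compound was added and calcium influx was read kinetically for 3 min (ex 480/em 520 nm).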
BRCA1 expr up: BRCA1 expression activation; MCF7-BRCA1-FFLuc reporter, luminescence, 48 h; response scale: scaled: vehicle 0%, 10 µM genistein 100%; Potency, µM (doses to about 46.1 µM), without a hit: at the top dose activation, most hits filed as activators; 1.1% of 380,000 active; AID 624202; further: potency means the concentration at half of the fitted maximal effect; nearly all actives have a fitted effect of over 80% in size; some results filed as inactive show a strong effect at the top dose
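Cells: MCF7-BRCA1-FFLuc, 2000/well. Exposure: 48 h, 37 °C, 5% CO2. Read: luminescence, 15 min post-substrate. Controls: genistein 10 microM (maximal activation), DMSO (neutral).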
Gal4-VP16 FLuc: inhibits Gal4-VP16 luciferase reporter, ROR gamma counter-screen. Drosophila S2 Gal4-VP16 UAS-luciferase, luminescence, 20 h. Potency, µM (series often up to 53.6 µM), without a hit: at the highest dose activity, negative = inhibition, most hits filed as inhibitors. 3.5% of 310,000 active. AID 2546;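 further: Gal4-VP16 expression switched on by copper sulfate through the metallothionein promoter; potency means the concentration at half of the fitted maximal effect; on the % scale 0 is the no-effect control and ±100 the full control effect; nearly all actives have a fitted effect of over 50% in size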
ELG1 DNA repair: inhibitors of ELG1-dependent DNA repair in HEK293T cells | HEK293T ELG1-luciferase reporter, luminescence, 16 h; DNA damage induced by 5-fluorouridine | Potency, µM (titrated, usually from 46.1 µM), for the others: top-dose activity change, negative = inhibition, actives largely listed as inhibitors | 2.3% of 330,000 active | AID 504467; further: potency means the concentration at half of the fitted maximal effect; on the % scale 0 is the no-effect control and ±100 the full control effect; nearly all actives have a fitted effect of over 55% in size
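Quantitative HTS, concentration-response format. 2,000 cells/well co-treated with 5-fluorouridine and compound, 16 hr in 5% CO2 at 37 °C; ONE-Glo luminescence read after 30 min.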
ELG1 genotoxic: inducers of genotoxicity in HEK293T ELG1-luciferase cells. HEK293T ELG1-luciferase reporter, luminescence, 16 h. Potency, µM (top dose mostly 46 µM), for inactives: at the top dose activity change, positive = activation, actives largely listed as activators. 1.3% of 330,000 active. AID 504466; further: potency means the concentration at half of the fitted maximal effect; % of control where 0% means no effect; nearly all actives have a fitted effect of over 60% in size
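Genotoxic stress is detected as increased luminescence from luciferase-tagged ELG1 in HEK293T cells, measured with ONE-Glo after a 16 hr treatment at 37 °C.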
RORgamma inh: blocks mouse ROR gamma transcriptional activity; Drosophila S2 Gal4-RORgamma UAS-luciferase reporter, 20 h; Potency, µM (top dose mostly 53.6 µM), inactives show top-dose activity change, negative = inhibition, most hits filed as inhibitors; P51450; 5.4% of 310,000 active; further: potency means the concentration at half of the fitted maximal effect; on the % scale 0 is the no-effect control and ±100 the full control effect; nearly all actives have a fitted effect of over 60% in size
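Read-out: Photinus luciferase luminescence; inhibitors lower reporter signal. Insect Schneider cells with Gal4-ROR gamma fusion under metallothionein promoter, UAS reporter; 700 uM final copper sulfate induction, 20 hr, ambient temperature.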
Rab9 promoter act: Rab9 promoter activation; Huh7 Rab9 promoter-luciferase reporter, luminescence, 24 h; Potency, µM (doses to about 9.22 µM), for inactives: at the highest dose activation, negative = inhibition, most hits filed as activators; 2.8% of 320,000 active; AID 485297; further: potency means the concentration at half of the fitted maximal effect; % of control where 0% means no effect; nearly all actives have a fitted effect of over 60% in size
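Using Huh7 cells stably transfected with Rab9 promoter–luciferase, compounds were incubated 24 h at 37 °C, 5% CO2; luciferase luminescence was read 10 min after reagent addition.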
* marks the source's active call; other numbers are inactive results; ? = inconclusive; . = no result given; & = joins results of further samples; [ ] = dose if it differs, or a comment. Unless noted, the call rests on the fitted dose curve; in most records, active means well fitted curve in the direction sought with a large enough effect; inconclusive means small, poorly fitted or top-dose-only effect, or another doubt; inactive means no such curve, though single readings can be large; an effect the other way counts as inactive or inconclusive.

Molecule	FLuc modulator	NPC1 prom act	Tb PFK block	p53 reactivator	TRPV1 ag	BRCA1 expr up	Gal4-VP16 FLuc	ELG1 DNA repair	ELG1 genotoxic	RORgamma inh	Rab9 promoter act
CCN(CC)S(=O)(=O)c1ccc(N2CC(C(=O)NCCc3c[nH]c4ccccc34)CC2=O)cc1 (centres undefined)	4.1%	0.3%	2.2%	-4.4%	-3.9	-4.3%	.	?	-6.3%	.	2.5%
CCn1nnnc1SCC(=O)Nc1ccc(N(C)C)cc1	?	28.7%	1.6%	16.7%	1.9	70.3%	3.4%	?	8.5%	-2.2%	24.8%
Cc1c(C(=O)N2CCOCC2)cc(C(C)(C)C)n1-c1ccccc1	6.0%	-1.6%	0.7%	1.8%	28.9	8.4%	-1.9%	-20.6%	-4.6%	24.2%	-0.7%
N/C(=N\OC(=O)Cc1ccc(-c2ccccc2)cc1)c1ccncc1	-6.0%	-0.7%	5.2%	-2.3%	4.9	3.0%	-20.3%	?	-0.4%	-3.2%	0.2%
Cc1cc(=O)n(-c2ccc(C(=O)O)cc2)[nH]1	-1.1%	-4.3%	-4.0%	2.8%	1.4	16.5%	-12.7%	2.3%	4.5%	-13.1%	-0.5%
CSc1nc(N2CCOCC2)c2c(c1C#N)CC(C(C)C)OC2 (centres undefined)	-2.2%	-4.4%	3.6%	-2.9%	5.5	9.2%	-3.3%	-1.5%	-0.6%	-4.2%	0.3%
CC(C)CNC(=S)NC(=O)c1csc([N+](=O)[O-])c1	-2.4%	3.4%	3.2%	10.0%	11.5	-15.9%	?	-3.6%	-5.3%	?	-3.7%
Cc1ccc(CC2CC(=O)N(c3cc(C)on3)C2=O)cc1 (centres undefined)	0.2%	0.2%	1.0%	5.3%	28.6	4.1%	-9.4%	2.1%	-8.0%	1.9%	2.0%
C/C(=N\Nc1ccc(C(=O)O)cc1)c1nc2ccccc2n1C	10.7µM*	0.562µM*	-0.9%	?	2.4	.	-24.5%	?	?	-2.3%	1.12µM*
CCCn1c(N)c(N(CCOC)C(=O)c2ccccc2F)c(=O)[nH]c1=O	0.0%	-7.5%	4.5%	2.9%	-3.2	-1.9%	2.4%	13.6%	1.7%	-20.5%	0.2%
COc1ccc(CCN=C(N)NS(=O)(=O)c2cccs2)cc1	6.4%	-5.3%	-7.9%	-2.7%	-1.6	6.0%	0.3%	3.4%	-0.4%	25.3%	1.9%
Cc1ccc(C(=O)Nc2ccon2)cc1S(=O)(=O)N1CCCC1	0.8%	0.0%	5.7%	1.8%	-6.2	2.6%	-8.6%	-2.0%	-4.9%	-21.2%	5.4%
COc1ccc(NC(=O)CSc2nc3nc(C)cc(C)n3n2)cc1	-2.3%&-4.3%	1.9%	0.1%	-2.1%	1.7	-16.3%	-10.8%	12.8%	2.5%	30.8%	12.9%
CCOC(=O)NC(=O)C(=CNc1ccccc1OC)C(=O)NC(=O)OCC	-3.3%	-4.8%	-5.9%	3.9%	0.1	-0.3%	-12.7%	-7.9%	-1.8%	-4.6%	3.0%
Oc1ccc(Nc2nc(-c3ccc4ccccc4c3)cs2)cc1	1.07µM*	?	0.8%	16.0%	1.4	.	-1.3%	?	?	-2.2%	?
CCOC(=O)C1(Cc2ccccc2)CCN(Cc2cn(CC(=O)OC)c3ccccc23)CC1	-1.9%	-4.0%	-2.0%	0.2%	-2.4	-17.1%	-5.5%	-1.1%	-7.0%	-30.3%	-10.4%
Cc1ccc(NC(=O)CCNS(=O)(=O)c2ccc3c(c2)CCC(=O)N3)cc1C	-0.1%	-0.6%	3.8%	6.2%	0.1	-31.0%	-14.2%	?	1.4%	1.3%	-7.3%
CCOC(=O)C1=C(c2ccccc2)OC(N)=C(C#N)C1C1CCCCC1 (centres undefined)	-2.0%	-4.8%	-1.8%	3.8%	?	0.9%	-3.1%	1.7%	3.4%	-11.5%	1.2%
COc1ccc(C(=O)NCC(=O)N/N=C/c2cccnc2)cc1	2.4%	-4.4%	-0.7%	-32.9%[inhibitor]	-2.7	1.0%	-5.7%	12.5%	1.9%	-17.1%	-4.9%
O=C(COC(=O)[C@@H]1CCCN1C(=O)c1cccs1)NCCc1ccccc1	2.8%	8.4%	2.8%	4.6%	14.9	8.8%	-1.1%	5.7%	1.1%	14.7%	-0.7%
Cc1cccc2nc(CSc3nc4ccccc4o3)cn12	15.1µM*	0.8%	-2.5%	?	23.7	?	?	?	12.8%	17.8µM*	19.8%
COc1ccc(C2CC(=O)n3c(nc4ccccc43)S2)cc1OC (centres undefined)	-7.8%	-4.7%	-0.9%	?	6.3	-7.2%	0.2%	11.0%	5.6%	7.9%	-1.5%
CCOC(=O)C1C(=O)NC(N2CCc3ccccc32)=NC1c1ccccc1 (centres undefined)	-0.2%	2.2%	4.2%	-4.7%	-3.7	-20.9%	-17.9%	-15.8%	0.9%	?	-1.7%
O=C1Nc2ccccc2C1(c1ccccc1)c1ccccc1	-1.2%	-0.3%	-2.8%	?	22.5	-71.7%	1.6%	-4.6%	-8.6%	-5.0%	1.3%
Cc1c(C(=O)NCC(c2ccco2)N2CCCC2)oc2ccc(Cl)cc12 (centres undefined)	-12.6%	1.0%	2.0%	14.6%	0.0	-32.2%	-2.1%	8.0%	0.4%[9.26 µM]	8.2%	-0.2%
COc1ccc2nc(SCC(=O)Nc3ccccc3)[nH]c2c1	-15.7%	-2.7%	6.1%	8.0%	23.7	11.9%	-9.2%	9.7%	-0.4%	22.1%	0.0%
Cc1c(C(=O)Nc2ccc(C(F)(F)F)cc2)sc2ncn(CC(=O)N3CCN(c4ccccn4)CC3)c(=O)c12	0.7%	-6.3%	0.6%	-4.1%	1.9	-35.5%	-16.2%	?	-6.4%	12.8%	-18.0%
N#Cc1cc(-c2cccc(Cl)c2)c[nH]c1=O	-1.2%	-0.5%	-4.8%	4.4%	-0.5	5.1%	21.7%	3.8%	-2.3%	32.3%	-0.1%
CC(C)Cn1nc(-c2ccccc2)c2ccccc2c1=O	2.8%	3.1%	-2.6%	5.3%	?	8.9%	-9.5%	-4.1%	0.2%	-7.3%	1.5%
Cc1ccc(C(=O)NCCCN2CCOCC2)cc1Cl	-2.1%	10.1%	4.9%	.	1.1	50.5%	24.6%	?	4.6%	8.8%	9.6%
Cc1cc(C(=O)NNC(=O)/C=C/c2ccc(F)cc2)c(C)o1	0.9%	0.2%	-11.1%	-11.9%	4.6	6.2%	-6.1%	-6.3%	-2.2%	-36.7%	-3.1%
O=S1(=O)CCOCCN1Cc1ccccc1	0.1%	-2.0%	3.2%	2.8%	0.2	-2.8%	6.0%	-4.5%	-1.7%	-15.7%	0.4%
COc1ccccc1C(=O)Nc1nnc(-c2ccccc2)s1	13.5µM*	?	-4.3%	?	3.1	-2.0%	-11.4%	?	?	?	16.7%
COc1cc(C(=O)Nc2nnc(S(=O)(=O)N3CCCCCC3)s2)cc(OC)c1OC	3.0%	-3.3%	-1.1%	-2.0%	-8.7	0.0%	-0.2%	15.9%	10.7%	?	-2.0%
CC12CCC(C(=O)Nc3ccccc3)(C(Br)C1=O)C2(C)C (centres undefined)	1.9%	-0.4%	0.2%	1.7%	-0.1	-5.9%	0.5%	5.0%	-1.4%	14.8%	7.7%
C[C@]1(C(=O)O)C=C[C@@H](Cc2ccccc2)N1C(=O)c1ccccc1	2.0%	0.9%	1.9%	0.8%	1.9	3.9%	-3.4%	14.7%	-0.1%	2.8%	-3.6%
COc1cccc(NC(=O)CN(C)C(=O)c2cc(S(=O)(=O)N3CCCCC3)ccc2Cl)c1	0.6%	2.0%	-3.3%	-5.6%	3.1	0.4%	.	-4.0%	-1.4%	.	-3.1%
